TEAD-YAP inh = TEAD-YAP interaction inhibition | HEK-TIYL cells, TEAD-Gal4/YAP UAS-luciferase luminescence | inhibition, % at 9.12 µM | 640,000 tested, 1.4% active | AID 1259422; in the data active means inhibition above about 32%;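 further: 0% = median of test compound wells and 100% = reference inhibitor wells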
FBW7 act = human FBW7 E3 ligase activation, primary screen; 650,000 tested, 0.13% active; Q969H0; AlphaScreen FBW7–phospho-cyclin E peptide binding, activator screen; AID 1259310; normalized activity (activation), % at 26.1 µM; in the data active means normalized activity above about 1.9%;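 further: purified mutant Fbw7 with reduced substrate affinity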
GPR151 activ = activators of human GPR151 | activation, % at 11.2 µM | 650,000 tested, 1% active | AID 1508602 | PathHunter beta-arrestin GPR151 cells, luminescence; in the data active means activation above about 4.9%;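 further: 0% = median of compound wells and 100% = cells with positive control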
Target sequence (Q8TDV0 whole entry, looked up): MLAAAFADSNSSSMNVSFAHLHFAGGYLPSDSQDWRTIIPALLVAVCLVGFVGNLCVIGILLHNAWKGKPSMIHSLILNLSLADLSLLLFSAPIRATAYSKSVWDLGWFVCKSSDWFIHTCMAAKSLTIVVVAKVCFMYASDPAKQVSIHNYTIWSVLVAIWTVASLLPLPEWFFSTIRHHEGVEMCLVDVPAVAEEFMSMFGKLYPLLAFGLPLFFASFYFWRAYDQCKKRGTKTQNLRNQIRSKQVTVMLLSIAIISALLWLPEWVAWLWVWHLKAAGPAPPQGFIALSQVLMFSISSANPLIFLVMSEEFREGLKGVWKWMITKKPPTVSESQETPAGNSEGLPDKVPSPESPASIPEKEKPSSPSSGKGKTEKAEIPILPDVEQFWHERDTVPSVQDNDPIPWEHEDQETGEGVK
MITF primary = blocks human microphthalmia-associated transcription factor | 650,000 tested, 0.91% active | AlphaScreen MITF homodimerization, bead proximity signal | inhibition, % at 2.6 µM | O75030; in the data active means inhibition above about 50%;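 further: 0% = vehicle wells with protein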
Target sequence (O75030 whole entry, looked up): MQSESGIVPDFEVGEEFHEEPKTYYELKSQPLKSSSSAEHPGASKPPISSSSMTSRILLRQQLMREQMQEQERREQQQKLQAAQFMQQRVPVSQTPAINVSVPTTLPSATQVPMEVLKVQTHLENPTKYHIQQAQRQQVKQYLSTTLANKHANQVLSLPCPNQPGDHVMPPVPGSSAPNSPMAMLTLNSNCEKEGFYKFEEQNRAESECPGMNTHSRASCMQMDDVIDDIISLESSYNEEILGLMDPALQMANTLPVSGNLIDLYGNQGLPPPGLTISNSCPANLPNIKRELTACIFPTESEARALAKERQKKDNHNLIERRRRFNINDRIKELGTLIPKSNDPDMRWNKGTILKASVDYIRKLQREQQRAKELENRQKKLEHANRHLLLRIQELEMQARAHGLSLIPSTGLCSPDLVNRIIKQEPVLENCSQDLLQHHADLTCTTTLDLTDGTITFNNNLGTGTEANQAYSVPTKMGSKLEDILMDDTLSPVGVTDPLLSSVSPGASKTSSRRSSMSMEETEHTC
Active calls of the source: *. This is a random part of the collection; any-hit rate near 3.4%.

SMILES | TEAD-YAP inh | FBW7 act | GPR151 activ | MITF primary
COc1cc(/C=C2/C(=O)N(c3ccc(C(C)=O)cc3)N=C2C)ccc1OCc1ccccc1 | -4 | -0.2 | 0.0 | 6
COc1ccc(CN2CCN(S(=O)(=O)c3ccc(Cl)cc3)CC2)cc1 | -10 | -0.1 | -1.1 | -6
COc1cc(NC(=O)CN(C)S(=O)(=O)c2ccc3nc(C)sc3c2)cc(OC)c1 | -6 | 1.5 | 0.5 | 14
O=C(NCc1cccnc1)c1csc(Nc2ccccc2)n1 | -1 | 0.2 | 1.3 | 15
CCOC(=O)c1ccc(NS(=O)(=O)c2c(C)cc(C)cc2C)cc1 | -11 | 0.4 | 2.3 | 21
Clc1cccc(CSc2nc3ccccc3c3nc(-c4ccccc4)nn23)c1 | 3 | 0.0 | 0.8 | 13
CCCS(=O)(=O)N1CCCc2cc(NC(=O)Nc3ccccc3OCC)ccc21 | -3 | 0.0 | 1.0 | 5
CCc1nc(SCC(=O)Nc2nc(C)c(C(=O)OC)s2)c2ccccc2n1 | 12 | 0.0 | -0.4 | 5
COc1ccc(C(N)=O)cc1NC(=O)c1cccs1 | -6 | -0.2 | -0.7 | -3
CCOC(=O)C1=C(N)N(c2ccc(Cl)cc2)C2=C(C(=O)CC(C)(C)C2)C1c1cc(OC)c(OC)c(OC)c1 (stereo unspecified) | 10 | 0.2 | -1.0 | 3
O=C(NCc1ccco1)/C(=C\c1ccccc1)NC(=O)c1ccc(Cl)cc1Cl | 12 | -0.1 | -1.9 | 1
COc1cccc(OC)c1CN1CCN(Cc2ccc(F)cc2)C(CCO)C1 (stereo unspecified) | -8 | 0.0 | 0.6 | -8
COc1ccc(-c2c(C#N)c(N)nc3sc(C(N)=O)c(N)c23)cc1OC | -7 | 0.0 | -0.9 | 17
N#Cc1cccc(NC(=O)NCCNc2nc3cc4c(cc3cc2C#N)OCO4)c1 | -1 | 0.2 | -0.2 | 2
O=C(Cn1cc2c(n1)CCCCC2)NCc1ccccc1 | -1 | 0.0 | -0.4 | 6
COc1ccc(S(=O)(=O)NCCC2=CCCCC2)cc1Br | -4 | -0.1 | -1.3 | 2
Cc1ccc(CNc2nc(CN(C)Cc3nccs3)nc3ccccc23)cc1 | -8 | -1.2 | -0.6 | 1
CCCN(CCC)S(=O)(=O)c1ccc(C(=O)Nc2ccc(S(=O)(=O)Nc3cc(OC)nc(OC)n3)cc2)cc1 | -3 | -0.1 | -0.6 | 7
COc1cc(NC(=O)n2ncc3cc(Cl)ccc32)cc(OC)c1 | -45 | 0.6 | -1.0 | 13
Cc1cccc(NC(=O)c2ccc(N3CCc4ccccc43)c([N+](=O)[O-])c2)c1 | -19 | -0.6 | 0.7 | 19
CN(c1ccccc1)S(=O)(=O)c1ccc(NC(=O)c2ccc(Br)o2)cc1 | 5 | 0.2 | 2.9 | 6
CNC(=S)N1CCC(NC(=O)C(Cc2ccc(F)cc2)NC(C)=O)CC1 (stereo unspecified) | 6 | 0.6 | -1.2 | 11
OCC1CCCCN1Cc1nc(NC2CCCCC2)c2ccccc2n1 (stereo unspecified) | 3 | 0.0 | 0.2 | -3
COc1ccc(N2CCN(C(C)C(=O)N3CCCC3)CC2)cc1 (stereo unspecified) | 0 | 0.1 | -1.5 | 20

Results in MITF primary, FBW7 act and GPR151 activ, for some of the entries so far:
| Compound | MITF primary | FBW7 act | GPR151 activ |
| --- | --- | --- | --- |
| COc1cc(NC(=O)n2ncc3cc(Cl)ccc32)cc(OC)c1 | 13 | 0.6 | -1.0 |
| CNC(=S)N1CCC(NC(=O)C(Cc2ccc(F)cc2)NC(C)=O)CC1 (stereo unspecified) | 11 | 0.6 | -1.2 |
| Cc1cccc(NC(=O)c2ccc(N3CCc4ccccc43)c([N+](=O)[O-])c2)c1 | 19 | -0.6 | 0.7 |
| COc1ccc(N2CCN(C(C)C(=O)N3CCCC3)CC2)cc1 (stereo unspecified) | 20 | 0.1 | -1.5 |
| CCCN(CCC)S(=O)(=O)c1ccc(C(=O)Nc2ccc(S(=O)(=O)Nc3cc(OC)nc(OC)n3)cc2)cc1 | 7 | -0.1 | -0.6 |
| N#Cc1cccc(NC(=O)NCCNc2nc3cc4c(cc3cc2C#N)OCO4)c1 | 2 | 0.2 | -0.2 |
| Cc1ccc(CNc2nc(CN(C)Cc3nccs3)nc3ccccc23)cc1 | 1 | -1.2 | -0.6 |

Next section:
SMILES | TEAD-YAP inh | FBW7 act | GPR151 activ | MITF primary
N#Cc1c(NC(=S)NC(=O)c2cccc(Cl)c2)sc2c1CCCC2 | -6 | 0.3 | -0.7 | 6
Cc1ccc(-n2c(C)cc(C=O)c2C)cc1Br | -6 | -0.1 | 4.5 | -2
CC(C)C(=O)Nc1sc2c(c1-c1nc3ccccc3s1)CCN(Cc1ccccc1)C2 | -4 | 0.7 | -0.1 | -31
CC1CN(c2ccc(S(C)(=O)=O)cc2F)CC(C)O1 (stereo unspecified) | -6 | 0.5 | -1.1 | 7
COc1ccccc1OCCc1nnc(N)s1 | 8 | 0.1 | 2.2 | 2
COc1ccc2[nH]cc(S(=O)(=O)c3ccccc3)c(=O)c2c1 | 2 | 0.0 | -0.4 | -3
CCCNC(=O)C(=O)NCc1ccccc1 | -6 | 0.0 | -0.2 | -8
CCOC(=O)c1sc(NC(=O)c2ccc(CC)s2)nc1C | -43 | 0.1 | 0.4 | 5
CN(c1ncnc2c1nc1n2CCCCC1)C1CCCCC1 | -48 | 0.5 | -1.7 | 5
CCc1ccc(N(CC(=O)Nc2cccc(C(F)(F)F)c2)S(C)(=O)=O)cc1 | -28 | 0.3 | -0.8 | 12
Oc1c(Br)cc(/C=N/Nc2nncc3ccccc23)cc1Br | -29 | 0.0 | 0.6 | 17
COc1ccc(CCNS(=O)(=O)c2ccc3c(c2)OCCN3C)cc1OC | -4 | 0.7 | 5.2* | 3

Fetched one by one from the entries so far:
SMILES | TEAD-YAP inh | FBW7 act | GPR151 activ | MITF primary
CCOC(=O)c1ccc(NS(=O)(=O)c2c(C)cc(C)cc2C)cc1 | -11 | 0.4 | 2.3 | 21
Cc1cccc(NC(=O)c2ccc(N3CCc4ccccc43)c([N+](=O)[O-])c2)c1 | -19 | -0.6 | 0.7 | 19
CCc1ccc(N(CC(=O)Nc2cccc(C(F)(F)F)c2)S(C)(=O)=O)cc1 | -28 | 0.3 | -0.8 | 12

Other records follow.
SMILES | TEAD-YAP inh | FBW7 act | GPR151 activ | MITF primary
O=C(NNC1=C(C(=O)C(F)(F)F)CCC1)c1ccccc1 | -42 | -0.6 | -0.6 | -6
COc1cc(NC(=O)COc2ccccc2)c(OC)cc1Cl | -3 | 0.0 | -0.2 | -4
CCOc1ccc2nc(N3CCCN(Cc4nc(C(C)C)cs4)CC3)nc(C)c2c1 | -7 | 0.0 | 4.3 | -15
COc1cc(Cl)c(C)cc1NC(=O)Cn1ncc2c1-c1ccccc1OC2 | -7 | 1.6 | 0.1 | 18
O=C(c1ccc(F)cc1)N(C(=O)N1CCCCC1)c1ccccc1 | -17 | 0.3 | 0.6 | 10
O=C(N/N=C/c1ccccc1O)c1cc(Br)ccc1O | 2 | -0.1 | 3.1 | 8
CCC(C)(C)NC(=O)CCNS(=O)(=O)c1ccc2c(c1)oc(=O)n2C | -5 | 0.0 | -1.0 | 6
Nc1ccccc1C(=O)N/N=C1/C2CN3CCN(C2)CC1(Cc1ccccc1)C3 | -62 | -0.1 | 1.8 | -4
CCCNC(=O)COc1coc(CN2CCc3ccccc32)cc1=O | 0 | -0.1 | -0.7 | -6
NC(=O)c1ccccc1NC(=O)/C=C/c1ccco1 | -27 | -0.1 | -1.7 | 0
O=C(NNS(=O)(=O)c1ccccc1)C1CCCCC1 | 3 | 0.1 | 1.6 | -6
O=C(c1ccc(S(=O)(=O)c2ccccc2Cl)c([N+](=O)[O-])c1)N1CCN(c2ccccn2)CC1 | 1 | 0.1 | -0.7 | 0
CCOc1ccc(NC(C)C(=O)N/N=C/c2cc([N+](=O)[O-])ccc2O)cc1 (stereo unspecified) | 3 | -0.1 | -0.4 | 29
CCOC(=O)c1ccc(NC(=O)c2oc(C)nc2C)cc1 | -5 | 0.0 | -0.3 | -22
COc1ccccc1N1CCN(Cc2cc(Cl)c3cccnc3c2O)CC1 | 32* | -1.0 | -3.0 | 42
Cc1nc2c(-c3ccc(F)cc3)c(C)nn2c(C)c1CC(=O)NC1CCCCC1 | 9 | -0.1 | 0.6 | 10
CC(C)c1ccc(/C=C2\N=C(c3ccccc3F)OC2=O)cc1 | 0 | -0.1 | 0.7 | -6
CCOc1ccc(-c2cn3c(CC(=O)N4CCCCC4CC)csc3n2)cc1 (stereo unspecified) | -9 | 0.1 | 0.3 | 11
Cc1nc(C)c(C(=O)N(Cc2ccco2)C(C(=O)NC(C)(C)C)c2ccccc2)s1 (stereo unspecified) | -4 | 0.1 | 0.2 | 6
O=C(O)CNC(=O)c1ccccc1Cl | -6 | 0.0 | -1.1 | 15
COc1ccc(NC(=O)CSc2nc3ccccc3nc2Cc2ccc(F)cc2)cc1OC | 8 | -0.1 | 0.8 | -3
CC(NC(=O)C(F)(F)F)C(=O)Nc1ccc2c(c1)Cc1ccccc1-2 (stereo unspecified) | -25 | -0.3 | 0.3 | -18
CCOC(=O)c1cc2cc(Br)ccc2oc1=O | 8 | -0.2 | 0.0 | -4
O=C(O)COc1ccccc1/C=N\NC(=O)CN1CCN(Cc2ccccc2)CC1 | -5 | 0.0 | -0.3 | 2
COc1cc(C)c(S(=O)(=O)Nc2ccc(CC(=O)O)cc2)cc1C | -8 | -0.1 | 0.4 | -14
CC1CCCN(c2nc3c(c(=O)[nH]2)CCN(Cc2ccc(N(C)CCO)cc2)C3)C1 (stereo unspecified) | -10 | -0.1 | 0.4 | 5
CCOc1ccccc1NC(=O)CCN1C(=O)c2cccc([N+](=O)[O-])c2C1=O | 0 | 0.1 | -0.4 | 9
COc1cc(C(=O)OCC(=O)c2cc(C)n(-c3ccccc3)c2C)c([N+](=O)[O-])cc1OC | 15 | -0.1 | -0.5 | 11
Oc1ccc(Nc2nccn3c(-c4cccc(O)c4)cnc23)cc1 | 4 | 0.2 | 2.3 | 20
O=C(NCc1ccccc1)C(c1ccc(F)cc1)N(Cc1ccco1)C(=O)c1cnccn1 (stereo unspecified) | 3 | 0.0 | -1.3 | 20
COc1cc(C=Nc2ccc(S(N)(=O)=O)cc2)c([N+](=O)[O-])cc1OC | 7 | -0.1 | 1.4 | 3
COc1ccc(Oc2coc3cc(OC(=O)c4ccc(OC)c(OC)c4)ccc3c2=O)cc1 | -3 | 0.1 | -0.2 | 15
COc1cc(S(=O)(=O)Nc2ccncc2)ccc1F | 5 | 0.2 | -0.4 | 6
C=C(C)Cn1c(CCCNC(=O)c2ccccc2OC)nc2ccccc21 | -17 | -0.2 | -0.8 | 1
CCOc1ccccc1NC(=O)Cn1cc(OC)c(=O)cc1CSc1nccc(C)n1 | -14 | 0.1 | 0.6 | 17
Cc1cc(C)nc(Nc2ccc(NS(=O)(=O)/C=C/c3ccccc3)cc2)n1 | 4 | -0.2 | -0.1 | 3
Cc1ccc(N(CC(=O)NC2CCCCCC2)S(=O)(=O)c2c(C)noc2C)cc1 | -5 | 0.0 | 0.7 | 3
O=C1NC(=Nc2ccccc2)S/C1=C/c1ccc(C(=O)O)cc1 | 1 | -0.2 | 0.5 | 1
Cc1cc(C)cc(NC(=O)CN(C)S(=O)(=O)c2ccc3c(c2)n(C)c(=O)c(=O)n3C)c1 | 1 | -0.1 | 0.2 | -6
N=c1oc2cc(O)ccc2cc1C(=O)Nc1cccc(Cl)c1Cl | -9 | -0.1 | 0.4 | -2
O=C1c2c(Cl)ccc(Cl)c2C(=O)N1c1ccccc1O | -1 | 0.1 | -0.8 | 26
Cc1ccc(OCC(=O)NCc2cccs2)cc1 | -22 | -0.1 | -1.2 | 10
Nc1cc(Cl)ccc1N1CCCCCC1 | 4 | 0.3 | -1.7 | 0
Cc1ccnc(SCc2cc(=O)c(OC(=O)c3cccc([N+](=O)[O-])c3)co2)n1 | -9 | -0.5 | -1.7 | 3
C=CCNc1oc(-c2ccc(OC)c(OC)c2)nc1C#N | -36 | 0.1 | 2.6 | 6
CC1CCC(NC(=O)Cn2c(=O)c(C(F)(F)F)nc3ccccc32)CC1 (stereo unspecified) | -3 | 0.0 | 1.3 | 6
COc1ccc(CN2CCN(S(=O)(=O)c3ccc4ccccc4c3)CC2)cc1 | -1 | 0.0 | -0.3 | 8
C/C=C/Cc1c(C)nc2sc(C#N)c(N)c2c1C | -23 | 0.0 | 0.6 | 2

2 entries from above, in CSV form.
smiles,TEAD-YAP inh,FBW7 act,GPR151 activ,MITF primary
CC1CCC(NC(=O)Cn2c(=O)c(C(F)(F)F)nc3ccccc32)CC1 (stereo unspecified),-3,0.0,1.3,6
COc1ccc(CN2CCN(S(=O)(=O)c3ccc4ccccc4c3)CC2)cc1,-1,0.0,-0.3,8

More results
SMILES | TEAD-YAP inh | FBW7 act | GPR151 activ | MITF primary
COc1ccc(N=C(N)N=C(N)N)c(OC)c1 | -5 | 0.0 | 0.8 | 4
COc1ccc(CCNc2nc(Nc3cc(OC)c(OC)c(OC)c3)nc3c2ncn3C(C)C)cc1 | 22 | -0.2 | 0.3 | -2
COc1ccccc1/C=C/C1=NC(=C\c2cccs2)/C(=O)O1 | 13 | 0.3 | -0.1 | 17
Cc1cc(N2CCN(C(=O)c3cnccn3)CC2)nc(NC2CCCCC2)n1 | 8 | -0.2 | 2.3 | 0
COc1ccc(C(=O)Nc2ccc(Br)cn2)cc1[N+](=O)[O-] | -24 | -0.1 | -0.5 | -3
CS(=O)(=O)c1ccc2nc(NC(=O)Cc3cccs3)sc2c1 | 8 | -0.1 | 0.3 | 21

High-throughput results from PubChem BioAssay.
